Screening results (PubChem)
Bim-Bcl-B: disrupts Bim peptide binding to human Bcl-B; inhibition, % at 10 µM; bead-based flow cytometry; Q9HD36; hit rate 0.073% among 190,000;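 further: 0% = tracer peptide without compound and 100% = reference inhibitor peptide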
Target sequence (Q9HD36 whole entry, looked up): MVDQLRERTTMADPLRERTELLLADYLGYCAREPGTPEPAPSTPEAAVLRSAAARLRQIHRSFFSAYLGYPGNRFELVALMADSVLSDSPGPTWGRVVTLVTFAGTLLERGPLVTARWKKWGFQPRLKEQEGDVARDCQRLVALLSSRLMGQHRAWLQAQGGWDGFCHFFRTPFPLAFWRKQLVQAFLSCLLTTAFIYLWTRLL
Bim-Bfl-1: human Bim-Bfl-1 interaction inhibition; Q16548; Bead-based flow cytometry, Bim-Bfl-1 binding inhibition; inhibition, % at 10 µM; hit rate 0.12% among 190,000;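 further: 0% = wells without compound plus tracer and 100% = blocker peptide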
RGS4-Gao reg: human RGS4-Galphao interaction regulation | hit rate 0.33% among 220,000 | binding response (% of control), % at 10 µM | Multiplexed bead flow cytometry, RGS4-Galphao binding; actives lie on both sides | AID 1415; in the data active means binding response below about 49% or above about 150%; inactive means in between;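 further: fluorescent Galphao activated with aluminum fluoride binding bead-coupled RGS4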
Bim-Bcl-2: human Bim-Bcl-2 interaction inhibition; Bead-based flow cytometry, Bim peptide-Bcl-2 binding; inhibition, % at 10 µM; hit rate 0.06% among 190,000; in the data active means inhibition above about 40%; inconclusive means no clear call, values can overlap the other calls;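 further: 0% = no compound wells with probe peptide and 100% = reference peptide inhibitor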
Bim-Bcl-XL: inhibitors of Bim-Bcl-XL interaction, human; Q07817; Bim peptide-Bcl-XL binding, bead flow cytometry, fluorescence; inhibition, % at 10 µM; hit rate 0.04% among 190,000
Target sequence (Q07817 whole entry, looked up): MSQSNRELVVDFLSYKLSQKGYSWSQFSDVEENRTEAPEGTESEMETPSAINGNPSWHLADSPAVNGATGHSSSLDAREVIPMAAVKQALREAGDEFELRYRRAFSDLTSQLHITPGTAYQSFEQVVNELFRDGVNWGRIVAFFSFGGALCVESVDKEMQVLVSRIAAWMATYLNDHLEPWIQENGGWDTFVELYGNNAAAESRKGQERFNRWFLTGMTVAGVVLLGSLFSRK
Bim-Mcl-1: human Bim-Mcl-1 interaction inhibition | Q07820 | Bead-based flow cytometry, Bim peptide-Mcl-1 binding | inhibition, % at 10 µM | hit rate 0.1% among 190,000;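 further: 0% = no compound tracer wells and 100% = peptide blocker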
Target sequence (Q07820 whole entry, looked up): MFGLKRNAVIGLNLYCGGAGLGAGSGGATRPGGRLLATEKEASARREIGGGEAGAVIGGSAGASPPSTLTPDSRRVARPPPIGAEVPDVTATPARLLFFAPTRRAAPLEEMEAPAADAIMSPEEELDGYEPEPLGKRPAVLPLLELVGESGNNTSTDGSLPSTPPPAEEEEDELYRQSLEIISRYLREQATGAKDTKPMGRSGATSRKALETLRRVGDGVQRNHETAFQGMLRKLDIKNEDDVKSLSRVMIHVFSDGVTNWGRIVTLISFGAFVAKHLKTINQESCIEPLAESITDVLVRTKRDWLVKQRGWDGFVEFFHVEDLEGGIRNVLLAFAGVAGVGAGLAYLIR
Mcl1 Bid PPI: Mcl-1/Bid interaction inhibition | Q07820 | TR-FRET Mcl-1/Bid-Dy647 peptide binding, 1536-well | AID 1021 | inhibition, % at 21.7 µM | hit rate 0.97% among 220,000;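 active means compounds that cut the binding signal by more than half at the single screening dose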;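 further: His-tagged Mcl-1 with europium anti-His antibody binding Bid BH3 peptide; 0% = Mcl-1 plus peptide wells and 100% = peptide-only wells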
Mcl1 Noxa PPI: Mcl-1/Noxa interaction inhibition. Q07820. TR-FRET Mcl-1/Noxa peptide binding, 2 h. inhibition, % at 21.7 µM. hit rate 1.5% among 220,000;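 active means compounds that cut the protein-peptide binding signal by more than 50% relative to plate controls in a single-dose test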;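 further: His-tagged Mcl-1 with rhodamine Noxa BH3 peptide and terbium anti-His antibody; 0% = Mcl-1 plus Noxa peptide wells and 100% = peptide-only wells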
Bim-Bcl-W: human Bim-Bcl-W interaction inhibition; bead-based flow cytometry, Bim peptide-Bcl-W binding; Q92843; inhibition, % at 10 µM; AID 952; hit rate 0.02% among 190,000;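 further: 0% = bound tracer without compound and 100% = peptide blocker; higher means less fluorescent Bim peptide bound to Bcl-W beads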
Target sequence (Q92843 whole entry, looked up): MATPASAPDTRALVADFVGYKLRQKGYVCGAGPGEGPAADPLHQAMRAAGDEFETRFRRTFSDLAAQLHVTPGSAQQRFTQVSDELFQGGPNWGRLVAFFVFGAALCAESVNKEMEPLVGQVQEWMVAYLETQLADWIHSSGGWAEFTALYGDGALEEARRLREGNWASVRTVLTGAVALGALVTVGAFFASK
RGS8-Gao reg: modulates binding of RGS8 to human Galphao | P09471 | multiplexed bead flow cytometry; actives lie on both sides | hit rate 0.34% among 220,000 | response (percent of control binding), % at 10 µM; in the data active means response below about 60% or above about 140%; inactive means in between;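 further: Galphao activated as the GDP aluminium fluoride complex binding bead-coupled RGS8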
RGS7-Gao reg: modulates binding of RGS7 to human Galphao. binding response (% of control), % at 10 µM. Multiplexed bead flow cytometry; actives lie on both sides. P09471. hit rate 0.35% among 220,000; in the data active means binding response below about 49% or above about 150%; inconclusive means no clear call, values can overlap the other calls; inactive means in between;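 further: fluorescent Galphao held in activated GDP-AlF4 state binding bead-coupled RGS7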
The depositor's hits bear a star; u = inconclusive; x = no result given. Unless noted, no stated cut-off is given here; in the data, active means inhibition above about 40%.

SMILES	Bim-Bcl-B	Bim-Bfl-1	RGS4-Gao reg	Bim-Bcl-2	Bim-Bcl-XL	Bim-Mcl-1	Mcl1 Bid PPI	Mcl1 Noxa PPI	Bim-Bcl-W	RGS8-Gao reg	RGS7-Gao reg
COc1ccc(OC)c(S(=O)(=O)Nc2ccc(OCC(=O)O)cc2)c1	-6	-11	97	-5	-4	-1	-4	12	0	98	99
Fc1ccccc1CSc1nc2ncccc2[nH]1	-16	-6	99	-9	-2	-7	-9	-3	-3	101	99
Cc1ccc(-c2cc(C(=O)NCc3ccccn3)no2)cc1	-9	-9	99	-11	-21	-1	18	17	-5	102	102
Cc1cc(N2C(=O)CC(Cc3ccc(Cl)cc3)C2=O)no1 (configuration not stated)	3	1	102	-1	5	1	1	2	0	102	100
Cc1cc(N2CCN(Cc3cn(C)nc3-c3ccccc3F)CC2)cc(C)n1	-4	-3	100	-5	-2	0	-18	-10	-2	99	102
CCCc1nnc(NC(=O)CCC(=O)N2CCN(c3ccccn3)CC2)s1	-4	-7	99	-1	0	0	-2	8	2	101	101
O=C(CCSc1nnc2scc(-c3ccccc3)n12)NCc1ccc2c(c1)OCO2	-6	-4	104	-6	-5	-8	12	20	-5	100	98
O=C(Nc1ccc2c(c1)C(=O)N(CC1CCCO1)C2=O)c1ccc(Cl)c(Cl)c1 (configuration not stated)	-6	-10	101	-5	0	1	-31	7	3	105	100
CNCCOc1ccccc1C(C)(C)C	-4	-10	106	-3	1	2	16	-1	3	108	104
COc1ccc(S(=O)(=O)N(C)C)cc1NC(=O)Cc1c[nH]c2ccccc12	4	5	102	-4	-2	-1	9	31	1	102	104
NC(=O)C(=O)N/N=C/c1c(F)c(F)c(F)c(F)c1F	0	-6	93	-1	-4	-1	-24	11	-4	98	91
CCC(Oc1ccccc1)C(=O)NC1CCSC1=O (configuration not stated)	-6	-9	95	-4	-1	-2	-4	27	-1	98	99
CCN(CC)C(=O)NC1CCCCCCC1	-4	-5	97	-1	-4	1	-37	10	-1	98	u
Cc1cccc(C(=O)Nc2ccc(O)cc2C(=O)O)c1	0	-1	101	-2	0	1	-2	33	2	101	97
Cc1cc(C)n(C2CC(=O)N(c3cc(Cl)cc(Cl)c3)C2=O)n1 (configuration not stated)	x	x	87	x	x	x	-4	-1	x	91	u
CCCCn1nnnc1NCc1ccc(N(CC)CC)cc1	-1	-9	98	-1	-3	-1	-47	6	-1	100	99
Cc1cnc(NC(=O)CSc2ccccc2)s1	-4	-8	93	-9	-3	0	8	-4	0	97	95
COC(=O)c1ccc(C(=O)OC)c(NC(=S)N2CCOCC2)c1	0	-3	100	-2	-3	0	-26	18	-1	100	u
Cc1ccccc1C1C(C#N)=C2N=C(N)c3c(sc4c3CCCCC4)N2C2=C1C(=O)CCC2 (configuration not stated)	-2	-1	98	0	-5	-2	-194	-25	-1	97	101
CCNC(=S)N=Nc1c(O)[nH]c2ccc([N+](=O)[O-])cc12	15	8	104	6	22	13	-33	16	13	101	u
CSc1nc(C)c(CCO)c(=O)[nH]1	-4	-4	89	-3	0	0	-19	2	3	91	u
COCCNc1nnc(SCC(=O)Nc2sc3c(c2C(=O)c2ccccc2)CCCC3)s1	-10	-13	99	-2	-4	-2	-3	10	-3	99	100
O=S(=O)(c1ccc(Cl)cc1)N1CCN(S(=O)(=O)N2CCCCCC2)CC1	-6	-6	103	-3	-2	1	-20	2	0	101	102
CN(C)C(=O)Oc1ccc[n+](C)c1	-1	0	97	-1	-2	-2	-10	12	-1	99	98

Exported as labelled records: two of the compounds above.
> CSc1nc(C)c(CCO)c(=O)[nH]1
  Bim-Bcl-B = -4	Bim-Bfl-1 = -4	RGS4-Gao reg = 89	Bim-Bcl-2 = -3	Bim-Bcl-XL = 0	Bim-Mcl-1 = 0	Mcl1 Bid PPI = -19	Mcl1 Noxa PPI = 2	Bim-Bcl-W = 3	RGS8-Gao reg = 91	RGS7-Gao reg = u
> CN(C)C(=O)Oc1ccc[n+](C)c1
  Bim-Bcl-B = -1	Bim-Bfl-1 = 0	RGS4-Gao reg = 97	Bim-Bcl-2 = -1	Bim-Bcl-XL = -2	Bim-Mcl-1 = -2	Mcl1 Bid PPI = -10	Mcl1 Noxa PPI = 12	Bim-Bcl-W = -1	RGS8-Gao reg = 99	RGS7-Gao reg = 98

Carrying on:
SMILES	Bim-Bcl-B	Bim-Bfl-1	RGS4-Gao reg	Bim-Bcl-2	Bim-Bcl-XL	Bim-Mcl-1	Mcl1 Bid PPI	Mcl1 Noxa PPI	Bim-Bcl-W	RGS8-Gao reg	RGS7-Gao reg
COc1cc(NC(=O)COC(=O)CNC(=O)c2ccc(C)s2)cc(OC)c1	-1	-5	85	-1	-3	-1	-10	-6	-2	95	85
Cc1nn2c(NCC(C)C)c3c(nc2c1-c1ccccc1)CCC3	0	0	100	-2	-2	0	-13	3	-3	95	99
CCOC(=O)c1cn(-c2ccc([N+](=O)[O-])cc2)c2cc(Cl)c([N+](=O)[O-])cc2c1=O	-14	-14	98	-6	-9	-6	13	17	-10	100	96
O=C(O)CSCc1ccc(Cl)cc1	-11	-19	102	-13	-7	-4	-45	-4	-3	102	98
Cc1cc(=O)[nH]c(SCc2nnnn2-c2ccc(Cl)cc2)n1	-1	0	103	0	-3	-2	-2	0	1	102	101
O=C(Cn1c(-c2cscn2)nc2ccccc21)Nc1ccccc1F	1	1	103	0	0	1	-4	-4	0	104	112
COc1ccc(NC(=O)C2C(=O)NC3(C)CC2c2ccccc2O3)cc1 (configuration not stated)	-7	-19	98	-7	-7	0	-3	15	-1	101	98
Cc1cccc(OCCOCCN2CCOCC2)c1C	-2	0	109	-2	-4	0	-46	x	-5	111	111
COC(=O)c1ccn(Cc2ccccc2Cl)n1	-1	-3	96	-2	-3	1	-19	6	-2	97	96
CC[C@H](C)[C@H](NC(N)=O)C(=O)Nc1ccc2c(c1)OCO2	-2	-4	97	-1	-2	-1	-43	9	-1	99	u
COC(=O)c1ccc(NC(=O)CSc2nc3ccccc3c(=O)[nH]2)cc1	-1	-2	103	0	2	1	8	-1	0	101	103
O=C(N=Nc1c(O)[nH]c2ccc(F)cc12)C1COc2ccccc2O1 (configuration not stated)	x	x	102	x	x	x	-17	-6	x	101	u
CCn1c(=N)n(CC(=O)c2cccc([N+](=O)[O-])c2)c2ccccc21	-1	2	101	1	-3	0	-50	6	-2	99	104
O=C(Nc1nc2ccc(F)cc2s1)c1cccc(S(=O)(=O)N2CCc3ccccc32)c1	-5	-1	101	-4	-9	-5	-32	-13	-3	104	101
CC1CCCCC1NC(=O)COC(=O)c1ccc2c(c1Cl)C(=O)c1ccccc1C2=O (configuration not stated)	0	0	102	5	2	0	-22	31	0	103	100
COc1ccc(C2=Nn3c(nnc3-c3ccccc3)SC2)cc1OC	2	-7	98	-2	-5	8	6	-5	2	107	99
Cn1nc([N+](=O)[O-])nc1Sc1cccc2cccnc12	-4	-4	99	-6	0	-1	-23	-10	1	99	108
COc1ccc(C2C=C(Nc3ccccc3)C(=O)N2c2ccccc2)cc1OC (configuration not stated)	-5	-13	92	1	-2	0	-10	12	-2	94	88
COc1ccc(CCN2C(=O)CC(NNC(=O)c3cccc(O)c3)C2=O)cc1 (configuration not stated)	-2	-3	99	-3	-2	-1	-42	17	-1	99	95
Cn1cnnc1SCc1ccccc1	0	0	96	0	3	0	-23	3	1	100	105
C=CCn1cc(Cl)c(=O)n(CC=C)c1=O	-8	-14	100	-8	-7	-1	-6	8	0	103	97
COc1ccc(OC)c(-c2cc(C3CCN(C(=O)OC(C)(C)C)CC3)[nH]n2)c1	-4	-5	99	-6	1	0	-9	21	-3	100	98
Cc1ccc(Cl)cc1N1CCN(C(=O)CSc2nnc3n2C(C)(C)Cc2ccccc2-3)CC1	-8	-1	99	-2	-6	-2	-12	-1	-2	102	105
Cc1nnc(SCC(=O)NCc2ccccc2)[nH]c1=O	-6	-10	95	-8	-1	-2	10	8	-1	100	104
Cc1nn(Cc2ccccc2)c(C)c1C(=O)OCC(=O)c1cc(C)n(C2CC2)c1C	-1	-3	80	-4	-2	-2	-40	8	0	86	82
CCN(CC)c1ccc(/C=N/N2CCN(Cc3ccccc3)CC2)cc1	3	3	103	1	0	-3	-8	75*	-3	101	104
Cc1ccc(NC(=O)COC(=O)C2=COCCO2)cc1	0	2	105	-5	0	5	-8	12	2	99	108
COc1ccc(NC(=O)c2ccc(-c3ccc([N+](=O)[O-])cc3)o2)cc1OC	-4	-8	104	-8	-8	0	-9	24	-2	101	100
Cc1c(C(N)=O)sc2ncn(CC(=O)OC(C)C)c(=O)c12	-1	0	102	0	1	0	-9	3	0	102	101
O=C(CN(c1ccccc1)S(=O)(=O)c1ccccc1)Nc1ccccc1C(=O)NCc1ccco1	-3	-1	105	0	-1	-3	-19	17	-1	101	106
COC(=O)CSc1ncnc2c1sc1nc(N3CCOCC3)c3c(c12)CCCC3	-2	0	99	1	0	-2	-12	-45	-2	103	99
CCc1ccc(CNC(=O)C2CCN(S(=O)(=O)N3CCC4(CC3)OCCO4)CC2)cc1	-1	-4	104	-3	0	1	4	-11	0	102	107
N#Cc1c2nc3ccccc3nc2n2cc(NC(=O)c3ccc(F)cc3)ccc12	23	22	93	22	9	12	86*	111*	16	100	93
Cc1cccc(N(CC(=O)N/N=C/c2cc([N+](=O)[O-])ccc2Cl)S(C)(=O)=O)c1C	-1	-3	102	-1	0	-1	-43	-1	-1	100	105
CCOc1ccc(-n2c(=O)cc(N3CCN(c4ccc(F)cc4)CC3)[nH]c2=O)cc1	-2	-1	94	4	-2	0	-109	-1	-1	101	98
Cc1cc(C)nc(SCC(=O)Nn2cnnc2)n1	-10	-5	101	-8	-5	-1	-15	-5	-2	99	105
CCN(Cc1ccccc1)C(=O)Cn1c(=O)n(CC(=O)NCc2ccco2)c(=O)c2sccc21	0	2	101	0	-1	1	-51	4	0	102	101
COc1ccc(Cl)cc1NC(=O)CN1CCC(n2nnc3ccccc32)CC1	-8	-24	101	-10	-9	-4	12	2	-6	99	100
COc1ccc(OCC(=O)N2CCN(C(=O)c3ccco3)CC2)cc1	-11	-17	103	-9	-8	-4	-10	12	0	102	103
CN(C)C(=O)c1cnc(Sc2ncc(C(F)(F)F)cc2Cl)n1C	0	0	93	4	0	-1	-5	-5	0	96	96
O=C(NN1CCOCC1)c1sc2cccc(F)c2c1Cl	-10	-5	99	-6	-2	-3	-7	-5	-4	100	u
COc1cccc(NC(=O)NCc2ccccc2F)c1	1	5	98	0	-3	0	-27	4	-1	101	100
CCCC(C)NC(=S)NC(=O)c1cc(S(=O)(=O)N2CCOCC2)ccc1C (configuration not stated)	0	1	87	0	-2	-2	-56	20	-1	89	98
O=c1c2c(nc3nc(CCc4ccccc4)[nH]n13)CCC2	-5	-10	96	-5	1	-2	-54	-5	2	98	92
CC1(C)CC(=O)C(C=NCCN2CCNCC2)=C(O)C1	-3	-10	102	-5	-1	-2	-28	16	-2	101	104
O=C(O)Cc1sc(N/N=C\c2ccccc2)nc1-c1ccccc1	-3	10	101	5	-2	-3	-35	62*	0	102	102
